From PubChem BioAssay
B2AR arrestin: recruits beta-arrestin to the human beta2-adrenergic receptor; P07550; beta-arrestin recruitment to beta2AR, cell-based reporter; Potency, µM (highest dose often 46.1 µM), for the others: top-dose activation, actives largely listed as activators; 0.02% of 330,000 active; AID 492947;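 further: potency means the concentration at half of the fitted maximal effect; 0% = DMSO controls and full agonism = EC100 isoproterenol or metaproterenol; nearly all actives have a fitted effect of over 65% in size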
Target sequence (P07550 whole entry, looked up): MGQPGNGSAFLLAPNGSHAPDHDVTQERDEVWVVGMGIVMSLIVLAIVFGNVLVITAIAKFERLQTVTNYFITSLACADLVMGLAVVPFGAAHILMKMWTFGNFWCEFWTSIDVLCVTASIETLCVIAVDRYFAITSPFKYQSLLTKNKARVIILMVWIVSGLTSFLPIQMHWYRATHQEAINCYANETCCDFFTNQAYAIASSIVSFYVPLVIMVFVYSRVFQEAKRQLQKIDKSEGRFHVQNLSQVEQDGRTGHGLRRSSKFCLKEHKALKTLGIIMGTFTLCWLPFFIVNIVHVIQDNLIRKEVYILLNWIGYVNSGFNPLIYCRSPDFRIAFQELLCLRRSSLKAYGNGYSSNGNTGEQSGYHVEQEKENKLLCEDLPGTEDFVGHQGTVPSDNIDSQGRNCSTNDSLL
TCR act: activators of T cell receptors. Potency, µM (doses to about 9.22 µM), without a hit: at the top dose activation of IL-2 secretion, usual class: activators. 330,000 tested, under 10 active. primary human leukocytes, anti-CD3, IL-2 HTRF, 48 h; further: % of control where 0% means no effect
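Human primary leukocytes + a-CD3 beads + cpd, 48 hr; IL-2 in supernatant by HTRF (ex 320nm / em 665nm). No co-stimulatory signal supplied.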
Mito fusion yeast: mitochondrial division inhibition or fusion activation; S. cerevisiae fusion-defective mutant growth rescue, CellTiterGlo 48 h; Potency, µM (titrated, usually from 46.1 µM), inactives show top-dose growth rescue (activation), usual class: activators; 0.23% of 320,000 active; AID 485298;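 further: potency means the concentration at half of the fitted maximal effect; % of control where 0% means no effect; nearly all actives have a fitted effect of over 45% in size; temperature-sensitive fusion mutants such as fzo1-1 at 37 °C on non-fermentable ethanol glycerol medium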
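Luminescent cell viability in 1536-well qHTS format served as the measure of rescued growth in ts fusion-mutant S. cerevisiae cultured on non-fermentable YPEG for 48 hours at 37C.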
USP2a block: blocks human ubiquitin-specific protease USP2a; O75604; USP2 core, Ub-CHOP2 coupled fluorogenic reporter, 485/531; Potency, µM (doses to about 38.3 µM), for the others: at the top dose activity change, negative = inhibition, usual class: inhibitors; 0.01% of 330,000 active; AID 463254;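 further: potency means the concentration at half of the fitted maximal effect; plate controls were DMSO wells for no effect and full inhibition by NEM control for full effect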
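USP2 core (10nM final) preincubated 30min RT with compound in 20mM Tris-HCl pH 8.0, 2mM CaCl2, 2mM beta-mercaptoethanol, 0.05% CHAPS; 25nM Ub-CHOP2 plus 25nM reporter substrate added, fluorescence (Ex485/Em531) read after 60min.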
TSHR antagonist: human thyrotropin receptor antagonism; P16473; TSHR-expressing cells, TSH-stimulated cAMP HTRF, 2 h; stronger effect = lower value; activity change, negative = inhibition, % at 11.5 µM; 0.2% of 330,000 active; AID 504810;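 active means activity change below a set negative limit, meaning inhibition stronger than a set level, cut at about -70% in these data; inconclusive means activity change between two set negative limits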; further: on the % scale 0 is the no-effect control and ±100 the full control effect
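Antagonism was scored as loss of TSH-driven cAMP in TSHR cells, stimulated with 4nM TSH (EC80) for 2 hours at 37 deg C and detected by homogeneous HTRF competition immunoassay.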
ELG1 repair inh: ELG1-dependent DNA repair inhibition | 2.3% of 330,000 active | HEK293T ELG1-luciferase reporter, luminescence, 16 h; DNA damage induced by 5-fluorouridine | Potency, µM (doses to about 46.1 µM), inactives show at the highest dose activity change, negative = inhibition, most hits filed as inhibitors; further: potency means the concentration at half of the fitted maximal effect; on the % scale 0 is the no-effect control and ±100 the full control effect; nearly all actives have a fitted effect of over 55% in size
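Step one: seed 2,000 cells per well. Step two: pin-transfer compound or DMSO alongside 5-fluorouridine. Step three: incubate 16 hr, 37 °C, 5% CO2. Step four: add ONE-Glo, wait 30 min, read luminescence.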
uPA generation: cell surface uPA generation inhibition; cell surface uPA generation assay, qHTS; Potency, µM (series often up to 38.3 µM), for the others: at the highest dose activity change, negative = inhibition, most hits filed as inhibitors; 0.31% of 330,000 active; AID 540303; active means well fitted inhibition curve with a large enough effect; inconclusive means small, poorly fitted or top-dose-only effect; inactive means no such curve, though single readings can be large or run the other way; tested in mouse RAW 264.7 cells; further: potency means the concentration at half of the fitted maximal effect; on the % scale 0 is the no-effect control and ±100 the full control effect; nearly all actives have a fitted effect of over 55% in size
Eya2 phos inh: inhibitors of human Eya2 phosphatase activity | O00167 | recombinant Eya2, OMFP fluorescence dephosphorylation (OMFP is methylfluorescein phosphate) | Potency, µM (highest dose often 76.9 µM), for the others: top-dose activity, negative = inhibition, actives largely listed as inhibitors | 0.006% of 330,000 active; further: potency means the concentration at half of the fitted maximal effect; on the % scale 0 is the no-effect control and ±100 the full control effect
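Eya2 (0.2 uM) preincubated 10 min at ambient with compound, then OMFP substrate added at 50 uM; 10 min reaction in 50 mM HEPES pH 7.5, 50 mM NaCl, 5 uM MgCl2, 0.05% BSA, 1 mM DTT. Fluorescence read at Ex 485/Em 525 nm.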
PTAP TSG101 blk: blocks PTAP/TSG101 interaction to inhibit HIV-1 budding; Potency, µM (top dose mostly 115 µM), inactives show top-dose activity change, negative = inhibition, most hits filed as inhibitors; Fluorescence polarization, FITC-PTAP peptide / Tsg101 binding; 340,000 tested, under 10 active; active means well fitted inhibition curve with a large enough effect in the main read-out, with a control signal flat, not every such curve was filed as active; inconclusive means small, poorly fitted or top-dose-only effect, or effect the other way, or a change in a side signal; inactive means no such curve, though single readings can be large or run the other way; further: potency means the concentration at half of the fitted maximal effect; % of control where 0% means no effect
Target sequence (Q99816 whole entry, looked up): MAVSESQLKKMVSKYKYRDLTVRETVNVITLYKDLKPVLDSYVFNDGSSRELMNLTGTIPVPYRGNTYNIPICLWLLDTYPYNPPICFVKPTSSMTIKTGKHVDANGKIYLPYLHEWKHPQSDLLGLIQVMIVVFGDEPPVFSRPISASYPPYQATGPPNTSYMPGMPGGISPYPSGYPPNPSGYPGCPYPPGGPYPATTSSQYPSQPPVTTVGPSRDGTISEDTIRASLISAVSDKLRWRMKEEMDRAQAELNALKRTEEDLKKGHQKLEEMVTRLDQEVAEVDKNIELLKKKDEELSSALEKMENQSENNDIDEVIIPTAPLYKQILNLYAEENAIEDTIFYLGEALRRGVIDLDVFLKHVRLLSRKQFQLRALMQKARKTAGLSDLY
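FP read-out: FITC-PTAP peptide, 50 nM final, binding Tsg101 binding domain, 10 uM final; 20 min, r.t.; 10 mM HEPES pH 7.5, 0.15 M NaCl, 0.01% Tween 20, 3 mM EDTA, 0.1 mM TCEP.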
Chronic BCR inh: blocks chronic active B-cell receptor signaling | ABC-DLBCL IkBa-CBG/CBR reporter, luminescence ratio, 4 h | Potency, µM (series often up to 46.1 µM), inactives show at the top dose ratio change, negative = lower green/red ratio, hits mostly inhibitors | 0.05% of 340,000 active; active means well fitted inhibition curve with a large enough effect in the signal ratio, with a control signal flat, not every such curve was filed as active; inconclusive means small, poorly fitted or top-dose-only effect, or effect the other way, or a change in a side signal; the % refers to the signal ratio;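 further: potency means the concentration at half of the fitted maximal effect; plate controls were basal doxycycline-induced cells for no effect and cells given 10 µM MG132 for full effect; MG132 reads +100%, hits lower the ratio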
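Compounds up to 46 uM were incubated four hours with TMD8 cells whose green CBG68 luciferase is fused to IkappaBalpha; red CBR luminescence normalised the signal, and concentration-effect curves were fitted to fusion, red and ratio data.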
Tb PFK block: inhibitors of T. brucei phosphofructokinase | O15648 | T. brucei PFK, ADP-Glo luminescence | Potency, µM (top dose mostly 57.5 µM), inactives show at the top dose activity, negative = inhibition, actives largely listed as inhibitors | 0.17% of 330,000 active;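 further: potency means the concentration at half of the fitted maximal effect; 0% = uninhibited 1x PFK enzyme wells and -100% = no-enzyme wells; nearly all actives have a fitted effect of over 60% in size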
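Compounds were pin-transferred as a titration series up to 57 uM into substrate buffer (0.5 mM F6P, 0.1 mM ATP, pH 8.0), then 1.25 nM PFK was added and reactions ran 45 min before ADP-Glo detection.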
* marks the source's active call; other numbers are inactive results; [ ] = remark or other dose. Unless noted, the call rests on the fitted dose curve; in most records, active means well fitted curve in the direction sought with a large enough effect; inconclusive means small, poorly fitted or top-dose-only effect, or another doubt; inactive means no such curve, though single readings can be large; an effect the other way counts as inactive or inconclusive.

For N#CC(C#N)=C1C=CC=CN1/C(=C\c1ccccc1Cl)C(=O)c1ccccc1 the results were B2AR arrestin -0.6%, TCR act 0%, Mito fusion yeast -3%, USP2a block 1%, TSHR antagonist 19, ELG1 repair inh inconclusive, uPA generation -11%, Eya2 phos inh 4%, PTAP TSG101 blk -3%, Chronic BCR inh inconclusive and Tb PFK block -23%.
For COc1ccc(NC(=O)CN(C)S(=O)(=O)c2cccc3nsnc23)cc1 the results were B2AR arrestin -0.3%, TCR act -3%, Mito fusion yeast 7%, USP2a block 2%, TSHR antagonist -3, ELG1 repair inh 16%, uPA generation 0%, Eya2 phos inh -8%, PTAP TSG101 blk -6%, Chronic BCR inh -4% and Tb PFK block -2%.
Screening CCCCN(CC)C(=O)c1cc2c(=O)n3cccc(C)c3nc2s1 returned B2AR arrestin 0.6%, TCR act 2%, Mito fusion yeast 18%, USP2a block 2%, TSHR antagonist -7, ELG1 repair inh 2%, uPA generation -2%, Eya2 phos inh 0%, PTAP TSG101 blk -1%, Chronic BCR inh 1% and Tb PFK block 1%.
For S=C(NCCc1ccccn1)Nc1ccccc1 the results were B2AR arrestin 0.2%, TCR act 5%, Mito fusion yeast -5%, USP2a block 3%, TSHR antagonist -11, ELG1 repair inh inconclusive, uPA generation -6%, Eya2 phos inh 7%, PTAP TSG101 blk -11%, Chronic BCR inh inconclusive and Tb PFK block 0%.
O=C(NCCCNC(=O)c1cnccn1)c1ccc(Cl)c(Cl)c1 was read as B2AR arrestin -0.2%, TCR act 1%, Mito fusion yeast -2%, USP2a block 3%, TSHR antagonist -10, ELG1 repair inh inconclusive, uPA generation 0%, Eya2 phos inh -6%, PTAP TSG101 blk -2%, Chronic BCR inh 5% and Tb PFK block -1%.
For O=[N+]([O-])c1cc(S(=O)(=O)N2CCCC2)ccc1OCCOc1ccccc1 the results were B2AR arrestin -0.1%, TCR act -1%, Mito fusion yeast 21%, USP2a block 0%, TSHR antagonist 9, ELG1 repair inh -24%, uPA generation -27%, Eya2 phos inh -15%, PTAP TSG101 blk 0%, Chronic BCR inh -11% and Tb PFK block -3%.
Screening Cc1cccn2c(=O)c3cc(C(=O)NCc4cccnc4)c(=N)n(C(C)C)c3nc12 returned B2AR arrestin -0.2%, TCR act 0%, Mito fusion yeast -2%, USP2a block 2%, TSHR antagonist -5, ELG1 repair inh -7%, uPA generation -8%, Eya2 phos inh 3%, PTAP TSG101 blk -6%, Chronic BCR inh 2% and Tb PFK block 0%.
For COc1ccc(C2c3c(-c4ccccc4)n[nH]c3C(=O)N2c2ccc(C(=O)O)cc2)cc1 (configuration not stated) the results were B2AR arrestin 0.5%, TCR act -3%, Mito fusion yeast -2%, USP2a block 13%, TSHR antagonist -3, ELG1 repair inh 11%, uPA generation -8%, Eya2 phos inh 8%, PTAP TSG101 blk -8%, Chronic BCR inh inconclusive and Tb PFK block 2%.
`Cc1ncc(CO)c2cc(-c3nnc(Nc4ccc5c(c4)OCO5)s3)c(=O)oc12` gave B2AR arrestin -0.7%, TCR act -7%, Mito fusion yeast -2%, USP2a block -6%, TSHR antagonist -5, ELG1 repair inh 2%, uPA generation -1%, Eya2 phos inh 7%, PTAP TSG101 blk -3%, Chronic BCR inh -9% and Tb PFK block 0%.
For Cc1ccc(S(=O)(=O)N2CCC(NC(=O)C3CCCCC3)CC2)cc1 the results were B2AR arrestin -1.0%, TCR act -5%, Mito fusion yeast -4%, USP2a block 1%, TSHR antagonist 17, ELG1 repair inh inconclusive, uPA generation -9%, Eya2 phos inh 3%, PTAP TSG101 blk 0%, Chronic BCR inh 0% and Tb PFK block -4%.
For COc1ccc(OC)c(C(c2nnnn2C2CCCC2)N2CCN(c3ccccc3)CC2)c1 (configuration not stated) the results were B2AR arrestin -0.2%, TCR act -8%, Mito fusion yeast -2%, USP2a block -1%, TSHR antagonist -5, ELG1 repair inh -11%, uPA generation 5%, Eya2 phos inh -13%, PTAP TSG101 blk -6%, Chronic BCR inh 3% and Tb PFK block 0%.
For O=CNCCCc1nc2ccccc2n1CCc1ccccc1 the results were B2AR arrestin -0.5%, TCR act 1%, Mito fusion yeast -2%, USP2a block -1%, TSHR antagonist 10, ELG1 repair inh 2%, uPA generation -11%, Eya2 phos inh 6%, PTAP TSG101 blk -1%, Chronic BCR inh -16% and Tb PFK block -21%.
Screening O=C(O)CCc1[nH]c2ccccc2c1Sc1ccccc1 returned B2AR arrestin 0.4%, TCR act 7%, Mito fusion yeast 1%, USP2a block 2%, TSHR antagonist -3, ELG1 repair inh -2%, uPA generation 3%, Eya2 phos inh 12%, PTAP TSG101 blk 1%, Chronic BCR inh 0% and Tb PFK block 0%.
Cc1c(Cl)cccc1N(CC(=O)N1CCCCCC1)S(C)(=O)=O was read as B2AR arrestin -0.2%, TCR act 3%, Mito fusion yeast 0%, USP2a block -1%, TSHR antagonist -10, ELG1 repair inh 1%, uPA generation -1%, Eya2 phos inh 9%, PTAP TSG101 blk -3%, Chronic BCR inh 3% and Tb PFK block -1%.
`CCC(Sc1nc(N)c(NC(=O)c2ccc(OC)c(OC)c2)c(=O)[nH]1)C(=O)OC` (configuration not stated) gave B2AR arrestin 0.2%, TCR act 4%, Mito fusion yeast 2%, USP2a block 2%, TSHR antagonist 3, ELG1 repair inh 12%, uPA generation 5%, Eya2 phos inh 15%, PTAP TSG101 blk 1%, Chronic BCR inh 7% and Tb PFK block 2%.
O=C(O)Cn1cnc2scc(-c3ccccc3)c2c1=O was read as B2AR arrestin -0.9%, TCR act -7%, Mito fusion yeast 3%, USP2a block 2%, TSHR antagonist 5, ELG1 repair inh 1%, uPA generation 3%, Eya2 phos inh -9%, PTAP TSG101 blk -2%, Chronic BCR inh 3% and Tb PFK block -2%.
CCc1c(C)nc(N)nc1Cl was read as B2AR arrestin -0.4%, TCR act 2%, Mito fusion yeast -4%, USP2a block -1%, TSHR antagonist 6, ELG1 repair inh 1%, uPA generation 3%, Eya2 phos inh -16%, PTAP TSG101 blk -4%, Chronic BCR inh 4% and Tb PFK block 2%.
For C=CCN1C(=O)C(CC(=O)O)SC1=Nc1c(C)n(C)n(-c2ccccc2)c1=O (configuration not stated) the results were B2AR arrestin 2.6%, TCR act 4%, Mito fusion yeast -1%, USP2a block 3%, TSHR antagonist 5, ELG1 repair inh -1%, uPA generation 2%, Eya2 phos inh 2%, PTAP TSG101 blk -9%, Chronic BCR inh -3% and Tb PFK block 2%.
For O=C(COc1ccccc1/C=C1\SC(=O)NC1=O)Nc1ccccc1 the results were B2AR arrestin 0.0%, TCR act 6%, Mito fusion yeast 24%, USP2a block 5%, TSHR antagonist -16, ELG1 repair inh -8%, uPA generation 0%, Eya2 phos inh 3%, PTAP TSG101 blk -5%, Chronic BCR inh 0% and Tb PFK block -8%.
For COC(=O)Cc1c(C)c2ccc(OC(C)C)cc2oc1=O the results were B2AR arrestin -0.6%, TCR act 3%, Mito fusion yeast 4%, USP2a block -1%, TSHR antagonist -2, ELG1 repair inh inconclusive, uPA generation inconclusive, Eya2 phos inh 1%, PTAP TSG101 blk -1%, Chronic BCR inh 5% and Tb PFK block 1%.
For O=[N+]([O-])c1ccc(COc2cccc(CNc3ccc(Br)cc3)c2)cc1 the results were B2AR arrestin -0.3%, TCR act -7%[46.1 µM], Mito fusion yeast 12%, USP2a block -1%, TSHR antagonist -33, ELG1 repair inh inconclusive, uPA generation -3%, Eya2 phos inh 0%, PTAP TSG101 blk -3%, Chronic BCR inh inconclusive and Tb PFK block 0%.

Retrieved by compound from above, two records:
For O=[N+]([O-])c1ccc(COc2cccc(CNc3ccc(Br)cc3)c2)cc1 the results were B2AR arrestin -0.3%, TCR act -7%[46.1 µM], Mito fusion yeast 12%, USP2a block -1%, TSHR antagonist -33, ELG1 repair inh inconclusive, uPA generation -3%, Eya2 phos inh 0%, PTAP TSG101 blk -3%, Chronic BCR inh inconclusive and Tb PFK block 0%.
For COc1ccc(NC(=O)CN(C)S(=O)(=O)c2cccc3nsnc23)cc1 the results were B2AR arrestin -0.3%, TCR act -3%, Mito fusion yeast 7%, USP2a block 2%, TSHR antagonist -3, ELG1 repair inh 16%, uPA generation 0%, Eya2 phos inh -8%, PTAP TSG101 blk -6%, Chronic BCR inh -4% and Tb PFK block -2%.
